Compound activity from PubChem.
ARNT-TACC3 inh = ARNT/TACC3 interaction disruption. Q9Y6A5. AlphaScreen His-ARNT PAS-B/GST-TACC3 binding, luminescence; TACC3 fragment carries E629A point mutation. inhibition, % at 9.99 µM. 390,000 compounds, 0.66% hits;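 active = mean inhibition of replicates at least 50% and at least half of replicates each reaching 50%; inconclusive = half or more replicates reach 50% but mean below 50%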;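 also: 0% = complete ARNT plus TACC3 wells and 100% = ARNT alone without TACC3; many hits fall short of the cut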
DENV2 CPE = inhibitors of DENV2 cytopathic effect. DENV2-infected cells, cytopathic effect rescue, plate reader. CPE inhibition, % at 9.99 µM. 350,000 compounds, 1.7% hits. AID 651640; in the data active = CPE inhibition above about 20%, passing the limit was not always enough; inconclusive = no clear call, values can overlap the other calls; tested in BHK-21 cells;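 also: 0% = median of neutral control wells and 100% = median of positive control wells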
PAX8 reporter = inhibitors of PAX8 transcriptional activity in RMG-I cells | 360,000 compounds, 1.2% hits | AID 652154 | RMG-I TPO-luciferase reporter, SteadyGlo, 24 h | inhibition, % at 12.6 µM;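 active = mean replicate inhibition at least 60% with every replicate also reaching 60%; inconclusive = only one of the two criteria is met; inactive = mean below 60% and not all replicates reaching 60%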;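 also: luciferase light reporting Pax8 driven TPO promoter activity; plate controls were median of neutral control wells for no effect and mitoxantrone controls for full effect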
EWS-Fli block = EWS/Fli transcriptional activity inhibition; A673 NR0B1-luciferase reporter, viability-normalised; inhibition, % at 12.6 µM; 350,000 compounds, 0.67% hits;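 active = mean inhibition of at least 50% after viability correction, with every replicate also passing that limit; inconclusive = mean reaches 50% but only one of two replicates passes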;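 also: firefly luciferase signal divided by Alamar Blue viability fluorescence both relative to DMSO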
SIRT5 inh = inhibitors of human sirtuin-5 desuccinylase. Q9NXA8. Purified SirT5, succinyl-peptide AMC, trypsin-coupled fluorescence. inhibition, % at 15 µM. 330,000 compounds, 1.1% hits; in the data active = inhibition above about 15%; inconclusive = no clear call, values can overlap the other calls
Target sequence (Q9NXA8 whole entry, looked up): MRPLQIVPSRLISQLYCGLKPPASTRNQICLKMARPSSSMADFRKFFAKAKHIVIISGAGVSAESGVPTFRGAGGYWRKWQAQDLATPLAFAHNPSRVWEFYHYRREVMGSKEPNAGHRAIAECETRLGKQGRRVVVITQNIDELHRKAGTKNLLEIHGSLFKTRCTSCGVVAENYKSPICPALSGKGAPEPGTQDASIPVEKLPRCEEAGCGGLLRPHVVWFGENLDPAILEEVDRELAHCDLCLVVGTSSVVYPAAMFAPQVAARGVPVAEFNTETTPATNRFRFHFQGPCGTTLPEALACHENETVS
CASP6 VEID inh = blocks human caspase-6 cleavage activity | 350,000 compounds, 0.53% hits | inhibition, % at 12.5 µM | P55212 | AID 686996 | purified caspase-6, Z-VEID-R110 cleavage fluorescence;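 active = mean inhibition across replicates at least about 35%, with every replicate also reaching that limit, limit read from the data; inconclusive = only one of the two criteria met; inactive = neither criterion met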;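 also: 0% = median of neutral control wells and 100% = no fluorescence left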
Target sequence (P55212 24-179 limits assumed): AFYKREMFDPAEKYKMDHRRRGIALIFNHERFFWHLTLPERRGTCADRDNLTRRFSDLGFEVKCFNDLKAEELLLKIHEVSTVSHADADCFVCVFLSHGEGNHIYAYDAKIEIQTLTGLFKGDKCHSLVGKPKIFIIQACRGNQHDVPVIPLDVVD
Target sequence (P55212 194-293 limits assumed): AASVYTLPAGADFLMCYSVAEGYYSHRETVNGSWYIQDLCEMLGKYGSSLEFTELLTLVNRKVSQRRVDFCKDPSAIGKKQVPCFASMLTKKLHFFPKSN
LGR2 antag = Drosophila LGR2 receptor signaling inhibition; HEK293 LGR2, CRE-luciferase, bursicon-stimulated, 4 h; inhibition, % at 9.99 µM; 380,000 compounds, 0.35% hits; AID 720647;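 active = drop in luminescence signal, shown as inhibition above about 50% in the replicate tests, limit read from the data, passing the limit was not always enough; inconclusive = probably only some replicates passing the limit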;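 also: agonist challenge used bursicon conditioned medium at about half maximal strength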
An asterisk follows results filed as active; u = inconclusive; x = not tested or not shown.

SMILES | ARNT-TACC3 inh | DENV2 CPE | PAX8 reporter | EWS-Fli block | SIRT5 inh | CASP6 VEID inh | LGR2 antag
COc1ccccc1CCNC(=O)C(=O)NCCC1CCCCN1S(=O)(=O)c1ccccc1 (stereo not given) | -5 | -2 | 13 | 8 | -1 | -1 | -1
Cc1ccc(S(=O)(=O)Nc2ccc(NC(=O)Nc3ccc(F)cc3F)cc2)cc1 | 15 | x | 13 | x | x | x | 15
C[C@H]1CN([C@@H](C)CO)C(=O)c2cc(-c3cccc(F)c3)cnc2O[C@H]1CN(C)Cc1cncnc1 | -8 | -3 | x | 3 | 2 | 0 | 6
Cc1sc2ncnc(OCc3nnc(-c4cccs4)o3)c2c1C | -2 | 1 | 28 | 0 | -1 | 2 | -5
CSc1ccc(Cn2c(C)c(C(=O)NCCC#N)sc2=O)cc1 | x | 1 | -3 | -2 | x | 7 | -6
CCCCn1c(N)c(N(CCOC)C(=O)CCCn2c(=O)oc3ccccc32)c(=O)[nH]c1=O | -2 | 8 | 1 | 4 | 3 | -4 | 3
COc1ccc(NC(=O)Nc2cccc3c2O[C@H](CN(C)Cc2ccc(Oc4ccccc4)cc2)[C@H](C)CN([C@@H](C)CO)C3=O)cc1 | 4 | -10 | 2 | 4 | 1 | 0 | x
CN(C)C(=O)c1cccc(-c2ccc([C@@H]3[C@H](C#N)N(C(=O)C4CCC4)[C@H]3CO)cc2)c1 | -8 | -3 | -1 | -11 | 2 | 3 | 9
COCC(=O)N1CC2(CCN(Cc3ccc(Cl)cc3)CC2)c2c([nH]c3cc(OC)ccc23)[C@H]1CO | x | -2 | 55 | 32 | 0 | 3 | 17
COc1ccc2nc(SCC(=O)C(C)(C)C)[nH]c2c1 | -1 | -2 | -98 | -95 | -3 | 5 | -62
C=CCC[C@@H](Cc1ccc(F)cc1)C(=O)OC[C@@H](NC(=O)[C@@H](CC=C)CC(=O)N[C@@H](CO)Cc1ccccc1)C(C)(C)C | -7 | 9 | 33 | -1 | x | 2 | 3
CC1(c2ccc3c(c2)OCCO3)NC(=O)N(CC(=O)Nc2c(F)cccc2F)C1=O (stereo not given) | x | -4 | -124 | -8 | 2 | 0 | 13
O=C(CNC(=O)c1ccc(Cl)cc1)OCN1C(=O)c2ccccc2C1=O | -3 | -7 | 12 | 8 | 3 | x | x
c1ccc(NN=C2c3ccccc3-c3ccccc32)cc1 | -3 | -7 | 27 | -7 | -2 | -4 | -18
CCOP(=O)(OCC)C(NC(=O)Nc1ccc(C)cc1)C(N)=O (stereo not given) | x | 4 | 2 | 9 | 1 | -2 | -17
CSc1nc(N)c2c3c(sc2n1)CN(C)CC3 | 8 | 9 | -1 | -14 | -2 | -2 | 3
O=C(N[C@H](Cc1ccccc1)C(=O)NCc1ccco1)[C@H]1O[C@@H](n2ccc(=O)[nH]c2=O)[C@H](O)[C@@H]1O | x | 11 | -5 | 6 | 0 | 0 | -8
CCOC(=O)c1csc(NC(=O)C2=COCCO2)n1 | x | u | -156 | -85 | 0 | -4 | -16
Clc1ccc(C2=NOC(c3nnc(-c4ccccc4)o3)C2)cc1 (stereo not given) | -10 | 3 | -4 | -5 | -2 | -1 | -4
CCSc1n[nH]c(=S)s1 | 0 | -3 | -10 | 4 | 7 | 0 | -2
O=C(Cc1cccnc1)N1CC2(C1)[C@H](c1ccccc1)[C@@H](CO)N2C(=O)C1CC1 | x | 21* | x | -6 | 0 | 3 | -2
COc1ccccc1NS(=O)(=O)c1cc(NC(=O)Cn2cnc3c2c(=O)n(C)c(=O)n3C)ccc1C | -3 | 2 | -1 | -3 | -1 | -2 | -8
Cc1ccnc(SCC(=O)N2CCc3ccccc32)n1 | 2 | -2 | -130 | -58 | x | 2 | -66
CCOC(=O)C1=CN(Cc2cccc(F)c2)S(=O)(=O)N(CC)C1c1ccc2ccccc2c1 (stereo not given) | 2 | -1 | -2 | 13 | -1 | -2 | 6
N#Cc1cncc(C#Cc2ccccc2)c1 | -13 | -2 | -45 | -32 | -4 | 1 | -3

(next part)
SMILES | ARNT-TACC3 inh | DENV2 CPE | PAX8 reporter | EWS-Fli block | SIRT5 inh | CASP6 VEID inh | LGR2 antag
O=C(O)c1ccccc1-c1ccccc1C(=O)Nc1ccc(F)cc1 | -10 | u | 2 | 5 | -1 | 1 | 11
COc1ccc(OC)c(N/C=C/C(=O)c2ccc(OC)c(OC)c2)c1 | 4 | -1 | 9 | -9 | 0 | -5 | -17
CCCOc1ccc(C(=O)CCC(=O)OCC(=O)N(C)c2c(N)n(Cc3ccccc3)c(=O)[nH]c2=O)cc1 | -18 | -8 | -12 | -11 | 0 | 0 | -11
COc1cc(C=NO)nc(-c2ccccn2)c1 | 59* | 3 | x | u | -3 | 0 | 4
COc1ccc(NS(=O)(=O)c2cc(NC(=O)COc3ccccc3F)ccc2OC)cc1 | 1 | 8 | 5 | -14 | -3 | 3 | -19
O=C(c1cccc(F)c1)N1CCCCN2[C@H](C1)[C@@H](c1ccc(-c3ccncc3)cc1)[C@@H]2CO | -8 | 9 | -28 | 12 | 0 | -1 | 11
Cn1c(SCC(=O)NCC2CCCO2)ncc(C(=O)Nc2ccccc2)c1=O (stereo not given) | -2 | u | 25 | 5 | 0 | 3 | 1
CC(C)C#Cc1ccc2c(c1)O[C@@H](CN(C)C(=O)c1cnccn1)[C@@H](C)CN([C@H](C)CO)S2(=O)=O | -5 | -8 | x | 8 | -3 | 0 | -21
CCC(=O)N1CC2(CCN(Cc3ccccc3Cl)CC2)c2c([nH]c3cc(OC)ccc23)[C@@H]1CO | x | 24* | x | 1 | 6 | 0 | -6
C#CCNC(=O)c1csc([C@@H]2O[C@H](CO)[C@@H](O)[C@H]2O)n1 | x | -6 | -7 | -2 | x | -2 | -14
CN(C)c1ccc(CNc2ncnc3sccc23)cc1 | x | 8 | 43 | 40 | -3 | -4 | 4
C[C@@H]1CN([C@H](C)CO)C(=O)c2cc(C3=CCCCC3)cnc2O[C@H]1CN(C)C(=O)C1CCOCC1 | -3 | -4 | 6 | -6 | -5 | 0 | 28
O=C(Cn1cncn1)c1ccccc1 | -2 | -3 | 18 | 0 | -1 | -5 | 0
Cc1cccc(C)c1N(CC(=O)NCc1ccco1)C(=O)CNS(=O)(=O)c1ccc(F)cc1 | -2 | -4 | 5 | 9 | -3 | 3 | 2
CSc1ccc(CN2CCC2(C)C(=O)NCc2cccc(C(F)(F)F)c2)cc1 (stereo not given) | x | 6 | 15 | 10 | -4 | 0 | 4
Cc1cccc(-n2ncc3c2CCCC3NC(=O)c2cccs2)c1C (stereo not given) | x | -4 | 23 | -39 | -5 | 2 | 21
O=C(Cn1ccc2ccccc2c1=O)NCC(=O)N1CCN(c2ccc(F)cc2)CC1 | -8 | 3 | 21 | 1 | -1 | 4 | 13
CC(C)NC(=O)Nc1ccc2c(c1)C(=O)N([C@H](C)CO)C[C@@H](C)[C@@H](CN(C)CC1CCCCC1)O2 | 13 | -5 | -7 | 6 | -1 | -6 | -1
O=C(Nc1cc(Cl)cc2c1-c1ccc(Cl)cc1C2O)C(Cl)Cl (stereo not given) | 10 | 1 | 13 | -1 | -2 | -2 | -1
Cc1ccc(S(=O)(=O)N[C@H]2CC[C@H](CCn3cc(C4CCCC4)nn3)O[C@H]2CO)cc1 | -8 | 4 | 17 | -3 | 3 | -3 | 0
COc1ccccc1C(=O)NC(=O)COC(=O)/C(=C/c1ccccc1)NC(C)=O | 2 | u | x | 3 | -2 | 6 | -11
Cn1ncc2c(=S)[nH]c(=S)[nH]c21 | x | 18 | -1 | -17 | 0 | 0 | 2
COc1ccc(Cc2nc(-c3ccc(Br)cc3)no2)cc1 | 1 | x | x | x | x | -1 | -53
O=C(O)/C=C/C(O)c1ccc(Cl)cc1 (stereo not given) | -3 | -5 | -21 | -16 | -1 | -3 | 12
COCCNC(=O)NC(=O)CSc1nc(C)c(C)c(C)n1 | 2 | -6 | 14 | -8 | -2 | 0 | -4

(more compounds)
SMILES | ARNT-TACC3 inh | DENV2 CPE | PAX8 reporter | EWS-Fli block | SIRT5 inh | CASP6 VEID inh | LGR2 antag
CC(C)C#Cc1ccc2c(c1)O[C@@H](CN(C)Cc1ccccc1)[C@H](C)CN([C@@H](C)CO)S2(=O)=O | 32 | x | x | 35 | 4 | -3 | 8
CO[C@@H]1CN(C)C(=O)c2ccc(NC(=O)C3CCOCC3)cc2OC[C@H](C)N(Cc2cccnc2)C[C@H]1C | 2 | 6 | -12 | -2 | x | -4 | 13
O=S(=O)(NCc1ccccc1)c1ccc(F)cc1Br | -6 | -2 | -15 | -4 | -2 | -2 | 0
O=C(COc1ccccc1-c1ccccc1)N/N=C/c1ccccn1 | 21 | 1 | 20 | 1 | -2 | -1 | 17
O=C(CN1CCN(c2ccc([N+](=O)[O-])cc2)CC1)Nc1ccccn1 | 1 | x | -2 | x | x | x | 8
COC(=O)C[C@@H]1CC[C@H]2[C@@H](COc3ccc(NC(=O)c4cccc(Cl)c4)cc3C(=O)N2C)O1 | -5 | 10 | 12 | -5 | 5 | 5 | -6
CCCCc1ccc(CC(=O)Nc2cc(S(=O)(=O)N3CCOCC3)ccc2O)cc1 | -7 | 7 | 5 | 0 | -1 | 0 | -1
CC(Oc1ccccc1)C(=O)Nc1nnc(C2CCCCC2)s1 (stereo not given) | -3 | 1 | -32 | -13 | 22* | 2 | -52
O=C(CCCCCCCCN1C(=O)c2ccccc2C1=O)N1CCOCC1 | x | 2 | 15 | -5 | 0 | 2 | -1
COc1ccc(-c2ccc([C@@H]3[C@@H](C#N)N(C(=O)CN(C)C)[C@@H]3CO)cc2)cc1 | -10 | 20 | -7 | -5 | 3 | -9 | 3
CCN(Cc1ccccc1)S(=O)(=O)c1ccc(C(=O)Nc2nnc(-c3ccccc3OC)o2)cc1 | 10 | x | -2 | x | -1 | 3 | 9
CCn1cc(C(=O)N2CC=C(c3ccccc3)CC2)c(=O)c2ccc(C)nc21 | 2 | -2 | x | 8 | -7 | 3 | -6
C[C@@H]1CN([C@H](C)CO)C(=O)Cc2cc(NC(=O)Cc3ccccc3)ccc2O[C@H]1CN(C)C(=O)Nc1ccc2c(c1)OCO2 | -3 | 0 | -19 | -3 | 4 | -1 | -3
O=C(Nc1ccc(F)cc1)Nc1nnc(-c2ccco2)s1 | 0 | -1 | -108 | -92 | -2 | 1 | -68
C/C=C/c1ccc([C@H]2[C@@H](CO)N(C(=O)COC)[C@H]2CNC(=O)C2CC2)cc1 | x | 13 | x | x | -3 | 1 | -5
O=C(CCc1ccccc1)NNC(=S)NCc1ccc(Cl)cc1 | -7 | 16 | -10 | -2 | -2 | 0 | -13
CCN(C[C@H]1N[C@@](C)(C(=O)OC)[C@H]2C(=O)N(Cc3ccccc3)C(=O)[C@@H]12)C(=O)C1CCCCC1 | -12 | -6 | -33 | -7 | x | 5 | 2
N#Cc1ccc(-c2ccc([C@H]3[C@@H](CO)N4C(=O)CN(C(=O)C5CCCC5)C[C@@H]34)cc2)cc1 | x | 7 | -4 | -3 | -4 | 1 | 5
C[C@H](CO)N1C[C@H](C)[C@H](CN(C)C(=O)c2ccc(N3CCN(C)CC3)cc2)OCc2cn(nn2)CCCC1=O | x | x | -8 | -3 | x | x | 0
COc1cc(NC(=O)COc2ccccc2[N+](=O)[O-])ccc1NC(=O)c1ccco1 | 0 | -5 | -44 | -38 | 2 | -4 | -13
COc1cccc(N2C(=NC(=O)c3ccccc3)SC3CS(=O)(=O)CC32)c1 (stereo not given) | 6 | 2 | -9 | -12 | 7 | 1 | -8
O=C(COC(=O)/C=C/c1ccc([N+](=O)[O-])cc1)NCC1CCCO1 (stereo not given) | 13 | 10 | -5 | 12 | -4 | 2 | 16
